D1 antag: antagonists of human D1 dopamine receptor; P21728; HEK293 TREx D1 cells, calcium flux, dopamine EC80; hits give low values; activity change, negative = inhibition, % at 10 µM; hit rate 3.2% among 360,000; AID 504652; in the data active means activity change below about -30%; further: on the % scale 0 is the no-effect control and ±100 the full control effect
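After overnight tetracycline induction at 30 C, force-coupled D1 HEK293 cells took up a no-wash calcium dye at room temperature. Compounds were added and monitored 180 s, and the response to EC80 dopamine was then recorded.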
RXFP1 agonist: RXFP1 (human) receptor agonism | Q9HBX9 | HEK293T-RXFP1 cAMP TR-FRET, 30 min; response scale: percent of porcine relaxin response, buffer zero | Potency, µM (doses to about 57.5 µM), for the others: at the top dose activation, actives largely listed as activators | hit rate 0.3% among 370,000 | AID 2676; further: potency means the concentration at half of the fitted maximal effect; on the % scale 0 is the no-effect control and ±100 the full control effect; nearly all actives have a fitted effect of over 60% in size; many of its hits are not listed in these tables
Target sequence (Q9HBX9 whole entry, looked up): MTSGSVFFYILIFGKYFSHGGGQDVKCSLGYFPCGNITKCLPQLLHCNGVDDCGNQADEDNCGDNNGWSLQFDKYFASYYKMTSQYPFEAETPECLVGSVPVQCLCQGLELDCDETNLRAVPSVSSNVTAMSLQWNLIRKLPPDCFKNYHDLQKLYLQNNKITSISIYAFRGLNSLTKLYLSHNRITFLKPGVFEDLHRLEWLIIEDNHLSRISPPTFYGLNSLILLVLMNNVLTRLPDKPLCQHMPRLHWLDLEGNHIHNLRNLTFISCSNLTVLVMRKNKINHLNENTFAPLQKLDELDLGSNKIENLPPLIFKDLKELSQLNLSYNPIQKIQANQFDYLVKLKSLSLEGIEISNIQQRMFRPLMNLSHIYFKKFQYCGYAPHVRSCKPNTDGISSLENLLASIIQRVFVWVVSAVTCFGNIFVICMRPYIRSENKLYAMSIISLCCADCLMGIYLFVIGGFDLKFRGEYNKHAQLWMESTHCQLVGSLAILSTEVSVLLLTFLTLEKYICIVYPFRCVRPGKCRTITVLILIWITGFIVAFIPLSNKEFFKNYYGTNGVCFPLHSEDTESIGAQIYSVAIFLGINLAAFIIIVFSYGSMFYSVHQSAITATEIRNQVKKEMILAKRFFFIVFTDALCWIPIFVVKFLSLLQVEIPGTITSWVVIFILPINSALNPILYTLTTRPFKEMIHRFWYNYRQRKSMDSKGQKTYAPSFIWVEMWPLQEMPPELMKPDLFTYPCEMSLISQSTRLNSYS
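HEK293T cells stably expressing RXFP1 were pretreated with the PDE4 inhibitor Ro 20174, exposed to compounds for 30 min at 37C, lysed, and cAMP was read by TR-FRET. Data normalized to buffer (basal) and 29 nM porcine relaxin (100%).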
D1 potentiator: potentiators of human D1 dopamine receptor; HEK293 TREx D1 cells, calcium flux, dopamine EC20 potentiation; AID 504651; potentiation, % at 10 µM; hit rate 0.036% among 360,000; P21728; in the data active means potentiation above about 30%; further: 0% is about no effect
Vif-APOBEC3F blk: Vif-A3F binding inhibition. Potency, µM (doses to about 46.1 µM), inactives show at the highest dose activity, negative = active. HeLa A3F-eYFP + Vif (tagged APOBEC3F with the HIV-1 protein that degrades it), YFP fluorescence increase. hit rate 0.2% among 390,000. AID 602313; further: potency means the concentration at half of the fitted maximal effect; % of control where 0% means no effect; nearly all actives have a fitted effect of over 65% in size
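HeLa cells stably expressing Vif plus C-terminally eYFP-tagged A3F were seeded, incubated overnight at 37 deg C, dosed with compound, incubated overnight again at 37 deg C. Yellow fluorescence (Ex 488/Em 500-530) reported blocked Vif-mediated A3F-eYFP degradation.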
Vif-APOBEC3G blk: blocks the Vif interaction with human APOBEC3G | Q9HC16 | HeLa A3G-eYFP + Vif (tagged APOBEC3G with the HIV-1 protein that degrades it), YFP fluorescence, overnight | Potency, µM (titrated, usually from 46.1 µM), for inactives: top-dose activity, negative = active, most hits filed as inhibitors | hit rate 0.076% among 410,000 | AID 602310;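 further: potency means the concentration at half of the fitted maximal effect; on the % scale 0 is the no-effect control and ±100 the full control effect; nearly all actives have a fitted effect of over 60% in size; hits raise eYFP signal because A3G escapes Vif-driven loss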
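HeLa cells stably expressing Vif and C-terminally eYFP-tagged A3G, seeded overnight at 37 deg C, then exposed to compound by pintool overnight at 37 deg C. Rise in yellow fluorescence (Ex 488/Em 500-530, Acumen) marks blocked Vif-driven A3G degradation.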
Glioma ERSR ind: induces the endoplasmic reticulum stress response in human glioma cells. U87-MG GRP78 promoter luciferase reporter, 16 h. Potency, µM, for inactives: at the highest dose activation, most hits filed as activators. hit rate 0.02% among 420,000; further: potency means the concentration at half of the fitted maximal effect; series mostly up to about 76 µM; % of control where 0% means no effect; nearly all actives have a fitted effect of over 35% in size
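Stably transfected U87-MG human glioma cells carrying a GRP78-based luminescent sensor were seeded at 1000 cells/well, pin-dosed with compounds and incubated 16 h. Luciferase reagent was then added, and end-point luminescence was read after 10 min at room temperature.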
D1 agonist: activates the human D1 dopamine receptor. P21728. HEK293 T-REx D1 cells, calcium flux, agonist mode. activation, % at 2 µM. hit rate 1% among 360,000; in the data active means activation above about 30%; further: 0% is about no effect
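Tetracycline-induced HEK293 TREx D1 cells, force-coupled to calcium signalling, were dye-loaded with a no-wash calcium kit. Compound was pin-added after a 10 s baseline. Fluorescence was read kinetically at 1 cycle/s for 180 s, with calcium rises flagged as agonism.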
LDHA block: blocks human lactate dehydrogenase A | P00338 | purified LDHA, NADH/diaphorase-resazurin fluorescence; hits give low values | activity change, % (values are at about 110 or 230 µM) | hit rate 0.15% among 480,000 | AID 1347041; in the data active means activity change below about -30%; inconclusive means mostly about -25% to -30%;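 further: plate controls were DMSO wells for no effect and wells without enzyme for full effect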
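Enzyme activity of human lactate dehydrogenase 5 (2 nM; 0.06 mM NADH, 0.2 mM pyruvate, 5 min, RT) is measured via a resazurin/diaphorase fluorescence readout of residual NADH.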
D2 potentiator: positively modulates the human D2 dopamine receptor allosterically; AID 485347; HEK293 T-REx D2, calcium flux, EC20 dopamine potentiation; potentiation, % at 10 µM; hit rate 0.34% among 340,000;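 active means potentiation over 3 SD above the plate norm, cut at about 30% in these data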; further: 0% is about no effect
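Tetracycline-induced HEK293 T-REx cells force-coupled to calcium signalling expressed D2; compounds were pin-added after a 10 s baseline, read kinetically 180 s, then an EC20 dopamine challenge followed with a further 180 s calcium read.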
* = called active by the depositor; ? = inconclusive; · = not tested or not shown; & = joins results of further samples. Unless noted, the call rests on the fitted dose curve; in most records, active means well fitted curve in the direction sought with a large enough effect; inconclusive means small, poorly fitted or top-dose-only effect, or another doubt; inactive means no such curve, though single readings can be large; an effect the other way counts as inactive or inconclusive. Not all compounds are listed, so the mix of outcomes need not match the whole.

Each structure is followed by: Vif-APOBEC3F blk | Vif-APOBEC3G blk | D1 potentiator | D1 agonist | RXFP1 agonist | Glioma ERSR ind | D2 potentiator | D1 antag | LDHA block
NNC(=O)c1csc(-c2ccc(C(F)(F)F)cc2Cl)n1
    -1% | 2% | -4 | 2 | 0.0% | -1% | -2 | 5 | -4
CCN(CC)S(=O)(=O)c1cc(NC(=O)Cc2n[nH]c(=O)c3ccccc23)ccc1C
    8% | 0% | 0 | 3 | 2.6% | 1% | -4 | 13 | -7
Cc1ccc2c(c1)C1CN(C)CCC1N2C(=S)NC(=O)c1ccc(Br)cc1 (centres undefined)
    -1% | 4% | 1 | 3 | 0.7% | -2% | -5 | 1 | -15
NC(=NCCc1ccccc1)NS(=O)(=O)c1cccs1
    2% | 1% | -1 | -3 | -0.7% | -5% | -1 | 3 | -5
CC(=O)N1N=C(c2ccc3ccccc3c2)OC12CCCC2
    1% | -9% | 0 | 3 | -0.1% | -7% | 0 | 3 | -7
O=C(c1ccc(Br)cc1)N1CCC(C(=O)N2CCN(Cc3ccccc3)CC2)CC1
    -14% | -6% | -5 | 2 | 2.0% | -2% | -5 | -7 | -9
Cc1sc2nc3c(SC(C)C(=O)O)cc(C(=O)c4ccccc4O)cn3c(=O)c2c1C (centres undefined)
    0% | -2% | 5 | 0 | -0.1% | ? | 2 | -11 | 4
CN(c1ccccc1)S(=O)(=O)c1cccc(NC(=O)CSc2n[nH]c(N)n2)c1
    8% | 3% | -19 | 2 | 0.4% | -2% | -3 | -45* | -9
CC(C)C(C(=O)NCc1ccco1)N(Cc1ccco1)C(=O)CNS(=O)(=O)c1ccc(F)cc1 (centres undefined)
    -12% | 1% | · | 0 | -0.4% | -3% | · | 18 | -8
Cc1ccc(/C=C(\NC(=O)c2ccccc2)C(=O)NC2CCN(Cc3ccccc3)CC2)o1
    -2% | 1% | -5 | 5 | 0.3% | 3% | -22 | 3 | -4
Cc1ccc2onc(CC(=O)Nc3cccc(C(F)(F)F)c3)c2c1
    ? | -3% | -6 | 0 | -3.6% | -2% | 7 | -75* | 4
Cc1ccc(C(=O)C(C)OC(=O)CCS(=O)(=O)c2ccc(C)cc2)cc1 (centres undefined)
    -2% | -1% | · | 13 | 1.6% | 4% | -10 | 0 | 4
O=C(NCCC1=CCCCC1)NC1CCCCC1
    -5% | 1% | 0 | -1 | -1.0% | -9% | -1 | 7 | -4
O=C(Nc1ccc2c(c1)N(C1CCCC1)C(=O)c1ccccc1S2)c1ccc(F)cc1
    -8% | 5% | 0 | 4 | 2.2% | -1% | 0 | 11 | -1
Cc1cccc(OCCC(=O)Nc2nnc(C)s2)c1
    0% | 0% | 2 | 1 | 4.5% | -8% | 2 | -16 | -6
CCOC(=O)c1ccc(NC(=O)C2(c3ccccc3)CCCC2)cc1
    -8% | -1% | 8 | 8 | -0.2% | -3% | · | -3 | -8
COc1ccc(-n2cnnc2SC(C)C(=O)Nc2cccc([N+](=O)[O-])c2)cc1 (centres undefined)
    -1% | -3% | -2 | 1 | 1.2% | -2% | -3 | 5 | 0
O=C(c1cccc(S(=O)(=O)Nc2ccc(Br)cc2)c1)N1CCC1
    -12% | 6% | -7 | 6 | 11% | -4% | 0 | -3 | -2
CC(=O)Nc1cccc(NC(=O)C2CC(=O)N(c3ccc(C)cc3)C2)c1 (centres undefined)
    -5% | 2% | -5 | -1 | 0.3% | -3% | -4 | 5 | 2
OCCC1CN(Cc2cccn2-c2cccnc2)CCN1Cc1ccccc1 (centres undefined)
    -10% | 8% | -2 | 0 | -1.2% | -3% | -9 | 10 | -3
O=C1C[C@@H]2c3c(cccc3CN1Cc1ccc(F)cc1)C[C@@H](O)[C@H]2O
    3% | 1%&1% | -4 | 0 | -0.6% | 1%&-2% | 5 | · | -5
COc1cccc(C(=O)Nc2c(F)cccc2F)c1
    0% | -3% | -4 | 1 | 1.5% | 9% | -3 | 3 | -5
COc1ccc(-c2csc(Cc3nc(O)cs3)n2)cc1
    -7% | -5% | 0 | 6 | 3.6% | 4% | · | 2 | -7
CC(=O)OCC(=O)Nc1ccc(Br)c(C)c1
    4% | -3% | -6 | 6 | 3.1% | 2% | -3 | -4 | -3
CC(=O)Oc1cccc(C(=O)Nc2ccc(NC(=O)c3cccs3)cc2)c1
    -12% | -9% | 0 | 5 | -2.2% | 4% | · | -17 | -9
O=C(COC(=O)c1ccc(CNS(=O)(=O)c2ccc(F)c(Cl)c2)cc1)NC1CCCCCCC1
    -3% | -1% | 8 | 9 | -0.6% | -2% | 7 | -3 | 1
O=C(COc1ccc(Cl)cc1Cl)N/N=C/c1cccnc1
    16% | -18% | -4 | 4 | 2.4% | -1% | -3 | 0 | -11
CCN1C(C)=C(C)S/C1=C1\SC(=S)N(NC(C)=O)C1=O
    0% | 1% | -1 | 2 | 1.9% | -4% | -7 | 0 | -1
O=C(CCN1CCN(c2ccc([N+](=O)[O-])cc2)CC1)c1ccc(Cl)cc1
    3% | -12% | -6 | 15 | -1.3% | -9% | -8 | -5 | 0
CCOc1ccc(C2=CC(=O)C[C@H](c3ccc(OC)cc3)C2)cc1
    0% | 2% | -3 | 8 | 0.7% | 4% | -4 | -7 | -7
N#CCc1ccc(OC(=O)c2ccncc2)cc1
    -5% | 0% | · | · | · | 0% | · | · | -6
O=C(O)c1ccccc1SC1CC(=O)N(c2cccc3ccccc23)C1=O (centres undefined)
    -12% | -3% | -4 | 3 | 1.5% | 2% | -23 | -5 | -8
CC(=O)c1cccc(S(=O)(=O)N2CCC(n3nnc4cc(F)ccc43)CC2)c1
    0% | 0% | -5 | 2 | 0.1% | -4% | -12 | -4 | -7
Cc1cccc(C)c1NC(=O)CN(C)CC(=O)N(C)CC(=O)Nc1ccccc1Br
    4% | -1% | -2 | 0 | 0.7% | -4% | · | 7 | -2
COc1ccccc1C=NN=C1c2ccccc2-c2ccccc21
    -15% | 1% | · | · | · | -5% | · | · | -1
C=CCNC(=S)NCC
    -1% | -4% | -5 | 3 | 2.5% | -4% | 0 | -16 | -6
COc1ccc(NC(=O)[C@@H]2CC=C[C@@H]3CCN(C4CCCCC4)C(=O)[C@@H]32)cc1
    3% | -6%&-4% | · | · | · | -3%&-1% | · | · | 0
Cn1c(=O)c2[nH]c(SCCN)nc2n(C)c1=S
    6% | -2% | · | · | · | -4% | · | · | 2
COc1ccc(NC(=O)c2ccc(C(=O)c3ccccc3)o2)cc1
    1% | 2% | -8 | 5 | -1.4% | -1% | 2 | -27 | -17
CCOc1ccc(NC(=O)N2CCN(S(C)(=O)=O)CC2)cc1
    -1% | 0% | -7 | 1 | 0.5% | 0% | 11 | 4 | -1
C=CCN1C(=O)/C(=C2/Sc3ccccc3N2C)SC1=Nc1c(C)n[nH]c1C
    -2% | -2% | -6 | 0 | 12% | -4% | 3 | -12 | 0

Single entries from above.
CCOc1ccc(NC(=O)N2CCN(S(C)(=O)=O)CC2)cc1 – D2 potentiator: 11
N#CCc1ccc(OC(=O)c2ccncc2)cc1 – Vif-APOBEC3G blk: 0%
COc1ccc(NC(=O)[C@@H]2CC=C[C@@H]3CCN(C4CCCCC4)C(=O)[C@@H]32)cc1 – LDHA block: 0
Cn1c(=O)c2[nH]c(SCCN)nc2n(C)c1=S – Glioma ERSR ind: -4%
C=CCN1C(=O)/C(=C2/Sc3ccccc3N2C)SC1=Nc1c(C)n[nH]c1C – D1 antag: -12
O=C(O)c1ccccc1SC1CC(=O)N(c2cccc3ccccc23)C1=O (centres undefined) – D2 potentiator: -23
Cc1cccc(C)c1NC(=O)CN(C)CC(=O)N(C)CC(=O)Nc1ccccc1Br – D1 potentiator: -2

Arranged by length of the SMILES (smallest number first): 4 of the compounds above.
Each structure is followed by: Vif-APOBEC3F blk | Vif-APOBEC3G blk | D1 potentiator | D1 agonist | RXFP1 agonist | Glioma ERSR ind | D2 potentiator | D1 antag | LDHA block
Cc1cccc(OCCC(=O)Nc2nnc(C)s2)c1
    0% | 0% | 2 | 1 | 4.5% | -8% | 2 | -16 | -6
O=C(O)c1ccccc1SC1CC(=O)N(c2cccc3ccccc23)C1=O (centres undefined)
    -12% | -3% | -4 | 3 | 1.5% | 2% | -23 | -5 | -8
Cc1ccc2c(c1)C1CN(C)CCC1N2C(=S)NC(=O)c1ccc(Br)cc1 (centres undefined)
    -1% | 4% | 1 | 3 | 0.7% | -2% | -5 | 1 | -15
CC(=O)c1cccc(S(=O)(=O)N2CCC(n3nnc4cc(F)ccc43)CC2)c1
    0% | 0% | -5 | 2 | 0.1% | -4% | -12 | -4 | -7
